# NR2E3 ag-1: inhibitors of NR2E3-RetCOR corepressor binding, primary screen, NR2E3 agonist project, biochemical, TR-FRET, GST-NR2E3, biotin-RetCOR; inhibition of corepressor binding, % at 4.78 µM; AID 2300, 2010; Photoreceptor-specific nuclear receptor (Homo sapiens), Q9Y5X4; 0.12% of 320,000 active; 1536-well;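 active means percent inhibition above the cutoff of mean plus 3 SD of all tested compounds, set per screening campaign, cut at about 20% in these data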;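 further: 0% = DMSO wells and 100% = biotin wells as full block of FRET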
# Target sequence (Q9Y5X4 whole entry, looked up): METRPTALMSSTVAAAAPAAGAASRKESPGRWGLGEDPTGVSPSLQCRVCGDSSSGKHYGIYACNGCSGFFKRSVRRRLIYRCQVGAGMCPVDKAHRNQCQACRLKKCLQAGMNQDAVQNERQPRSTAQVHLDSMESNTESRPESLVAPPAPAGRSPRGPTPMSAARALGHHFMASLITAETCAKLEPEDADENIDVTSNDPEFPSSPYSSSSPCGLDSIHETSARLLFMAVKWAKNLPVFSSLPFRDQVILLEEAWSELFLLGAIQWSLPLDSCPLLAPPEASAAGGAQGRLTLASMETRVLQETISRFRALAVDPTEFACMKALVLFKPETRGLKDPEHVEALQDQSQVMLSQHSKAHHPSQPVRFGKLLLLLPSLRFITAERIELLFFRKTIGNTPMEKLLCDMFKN
#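 Test system: GST-NR2E3 and biotin-RetCOR proteins | Quantity: 1.35 nM GST-tagged NR2E3 final | Medium: Tris pH 7.5 | Also added: 7 nM biotin-RetCOR | Dosing: Compound at 4.8 µM, single dose | Timing: 5 h at 4 °C | Detection: Time-resolved FRET | Read-out basis: Percent inhibition | Benchmarks: Biotin wells as high control, 0.6% DMSO wells as low control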
# TWEAK Fn14 block: inhibitors of TWEAK-Fn14 signaling, primary screen, luciferase reporter cells, uHTS; TWEAK-stimulated Fn14 reporter cells, luciferase luminescence, 8 h; inhibition, % at 10 µM; 2% of 360,000 active; in the data active means inhibition above about 50%
# HIF-2a inh: HIF-2a reporter inhibitors, primary screen, luminescence, 786-0 RCC cells; 786-0 RCC cells HIF-2a reporter, luciferase luminescence, overnight; inhibition, % at 18.8 µM; 0.72% of 360,000 active; AID 624352, 2012;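 active means inhibition of the luminescence signal of 40% or more relative to plate controls, in a single-dose primary screen at 18.75 µM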
# TROY NFkB inh: inhibitors of TROY-driven NF-kB signaling, primary screen, Q293 LMP1-TROYcd cells, NF-kB luciferase, uHTS | Q293 LMP1-TROYcd NF-kB luciferase reporter, 4 h | inhibition, % at 10 µM | 0.98% of 360,000 active;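 active means compounds whose plate-normalised and pattern-corrected inhibition of the luciferase reporter signal at the single screening dose is 50% or more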
# TRPM1 prom inh: inhibitors of MITF-dependent TRPM1 promoter reporter, primary screen, cell-based, SK-MEL-5, single point, luciferase; SK-MEL-5 TRPM1 promoter luciferase, 24 h; 0.83% of 330,000 active; inhibition, % at 12.5 µM;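 active means mean inhibition across replicates of 60% or more, whatever share of single replicates reaches that level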; further: values of inactives mirror those of a sister screen read the other way
# Shn3 inh set2: reduction of Shn3 3'UTR firefly luciferase signal, primary screen, Schnurri-3 inhibitor project, cell-based, Clone20 osteoblasts, set 2 | Clone20 osteoblast Shn3 3'UTR firefly luciferase, 24 h | inhibition, % at 12.5 µM | 0.52% of 360,000 active | AID 588674, 2011;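 active means mean inhibition of at least 75% with every replicate also reaching 75%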;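 further: 0% = median of neutral control wells and 100% = pilot-screen positive control compound; some compounds past the cut are filed as inactive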
# NR2E3 ag-2: NR2E3 agonists in two-hybrid cells, primary screen, cell-based, luminescence, CHO-S, Gal4-NCOR/VP16-NR2E3. luciferase. 0.35% of 360,000 active. inhibition of corepressor binding, % at 3.98 µM. AID 602229, 2012;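 active means inhibition above the mean of all tested compounds plus 3 SD, cut at about 70% in these data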;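 further: 0% = DMSO with NR2E3 transfected cells and 100% = cells lacking NR2E3 construct; higher means lower luciferase signal from less NR2E3 corepressor binding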
# KKLEB tox: cytotoxicity in KKLEB CF airway cells, primary screen, cytotoxicity control for CF NF-kB inhibitor project, cell-based, uHTS, fluorescence assay plates; 0.36% of 360,000 active; activity change (cytotoxicity), % at 5 µM; AID 602141, 2011; KKLEB CF airway cells viability, ATPlite luminescence, overnight; stronger effect = lower value; cells stimulated with P. aeruginosa culture filtrate;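 active means corrected activity change at or below -50% at 5 µM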
# CF NFkB inh: inhibitors of PAF-induced NF-kB signaling, primary screen, cell-based, GFP fluorescence, uHTS; KKLEB NF-kB-GFP reporter, GFP fluorescence overnight; inhibition, % at 5 µM; 0.86% of 360,000 active; AID 588850, 2011;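 active means at least 50% inhibition at 5 µM, scaled per plate between neutral and stimulator controls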;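 further: PAF is a Pseudomonas aeruginosa culture filtrate used as stimulus; plate controls were PAF-stimulated DMSO wells for no effect and unstimulated DMSO wells for full effect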
# Peg3 promoter: Peg3 promoter-driven luciferase inhibitors, primary screen, cell-based, HeLa, luciferase luminescence; HeLa PEG-Prom luciferase reporter, overnight; inhibition, % at 20 µM; 1.7% of 360,000 active;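 active means inhibition of at least 50% at 20 µM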
# TRAIL sens C8: viability loss with TRAIL in NB7+C8 cells, primary screen, TRAIL sensitizer project, cell-based, ATPlite luminescence; inhibition (viability loss, TRAIL sensitization), % at 10 µM; 1% of 360,000 active; AID 624354, 2012;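 active means compounds causing at least 50% loss of cell viability in the single-dose screen, relative to plate controls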
# * hit, by the source's call; . = no result given.
SMILES,NR2E3 ag-1,TWEAK Fn14 block,HIF-2a inh,TROY NFkB inh,TRPM1 prom inh,Shn3 inh set2,NR2E3 ag-2,KKLEB tox,CF NFkB inh,Peg3 promoter,TRAIL sens C8
COc1cccc(C(=O)N2CCn3c2nc2ccccc23)c1,2,1,-25,-6,-11,11,-2,3,11,-28,4
Cc1nnc(NC(=O)CC(C)c2ccccc2)s1 (configuration not stated),0,2,19,17,-6,4,-23,1,-1,-3,0
CCc1nc2c(C#N)c(-c3ccc(Cl)cc3)ccn2n1,-4,-13,-49,-23,4,-17,-22,-2,0,-7,6
Cc1ccc2c(CC(=O)NC3CCS(=O)(=O)C3)coc2c1C (configuration not stated),2,-2,2,14,3,-1,-26,-6,-6,-2,1
Cc1ccsc1/C=N/NC(=O)C(O)c1ccccc1 (configuration not stated),3,-8,5,5,0,-1,-20,6,10,-5,3
CCCNC(=O)N1CCC(c2nc3ccccc3s2)CC1,0,3,2,-9,16,-4,-5,6,-2,4,-1
Cc1ccc(S(=O)(=O)N(Cc2ccc(C(F)(F)F)cc2)C(=O)N2CCN(C)CC2)cc1,-3,4,6,-6,-3,-11,11,8,-1,0,-18
CC(C)c1ccc(NC(=O)COc2nnc(-c3cccs3)c(-c3cccs3)n2)cc1,2,19,22,-22,-6,-1,-16,3,-8,0,3
CC(NC(=O)c1ccc(N2CCCC2=O)cc1)c1ccccc1 (configuration not stated),4,3,-33,-11,-5,3,-23,14,-7,-12,4
CNS(=O)(=O)c1cccc(C(=O)NC2CCCc3ccccc32)c1 (configuration not stated),1,22,-13,-8,-8,7,-17,-4,-3,2,9
O=CN1CCC(=O)N(Cc2ccccc2)c2ccccc21,-3,-1,15,-13,3,-4,-32,18,-5,12,0
CCc1ccc(-c2nnn(CC(=O)N(C3CCCC3)C3CCS(=O)(=O)C3)n2)cc1 (configuration not stated),1,-8,-3,-17,2,-15,12,16,0,-10,-4
O=C(O)C(NS(=O)(=O)c1ccccc1)C(O)c1ccccc1 (configuration not stated),1,3,12,-2,-4,-6,7,-28,11,14,-8
CCN(CC)S(=O)(=O)c1ccc(OC)c(NC(=S)Nc2cccc(C)c2C)c1,-6,-27,13,7,5,5,17,1,17,-2,-5
CCOc1ccccc1NC(=O)CCC(=O)Nc1ccccc1OCC,5,-10,13,-21,-2,5,-2,3,-5,11,-12
COC(=O)C1=C(C)n2cnnc2NC1c1ccc(Cl)cc1 (configuration not stated),4,-3,-8,4,-11,-12,-24,-4,9,3,7
COc1cc(OC)c(C(=O)Nc2ncn[nH]2)cc1OC,1,-3,20,4,7,-7,-11,-4,4,13,-3
COc1cccc(-n2nnc3c(=O)n(CC(=O)N4CCCCC4)cnc32)c1,4,10,-2,4,0,2,17,8,-6,-5,0
COc1ccc(N2CC(C(=O)Nc3ccc(N4CCOCC4)cc3)CC2=O)cc1 (configuration not stated),-1,-1,7,-10,7,-20,-17,-8,-6,-17,-25
CC1(C)CC(=O)C(C2c3ccccc3Oc3ccccc32)C(=O)C1,-1,14,2,2,-4,13,-15,-4,-3,24,1
CC(=O)c1ccc(N2CCN(S(=O)(=O)c3ccc4c(c3)NC(=O)CO4)CC2)cc1,3,-3,5,18,5,3,-1,15,-36,4,-11
CCC(=O)Nc1nc(C)nc(C)c1C(C)=O,1,-9,7,11,6,12,-10,-3,14,4,2
C#CCNC(=O)C1=C[C@@H](C2CCCCC2)[C@H](CCCO)[C@@H](OCC)O1,3,-3,2,-1,-6,5,-5,-2,-4,4,0
Cc1ccccc1C(=O)N/C(=C/c1ccc(-c2cccnc2Cl)o1)C(=O)NCCCN1CCN(C)CC1,-5,-23,1,9,3,-4,-16,0,0,-6,-18
Cc1sc(NC(=O)C2C3CCC(C3)C2C(=O)O)c(C(N)=O)c1-c1ccc(C(C)(C)C)cc1 (configuration not stated),0,17,2,10,-2,18,1,-1,9,-5,3
CCN1CCCC(NC(=O)c2scc3c2CCCC3)C1 (configuration not stated),6,9,-10,-15,.,-25,3,6,-1,0,3
O=C(c1ccc2c(=O)n(CC3CCCO3)c(=S)[nH]c2c1)N1CCN(c2ccccc2)CC1 (configuration not stated),-2,10,8,15,-3,-12,-20,-3,1,12,-2
COc1ccc(CNC(=O)c2c(O)c3cc(OC)c(OC)cc3[nH]c2=O)cc1OC,.,-41,6,11,-13,18,4,-1,0,-14,-25
O=C(O)CCC(=O)N1N=C(c2ccccc2)CC1c1ccc2c(c1)OCO2 (configuration not stated),.,-3,7,-22,11,-10,2,4,8,-3,13
CCC1CCCCN1CCN1C(=O)C2C(C(=O)Nc3ccc(OC)cc3)C3C=CC2(O3)C1C(=O)NC1CCCCC1 (configuration not stated),4,-8,5,-14,3,-11,-6,-7,1,7,-5
Cc1ccc(-c2nnc(-c3ccncc3)n2-c2ccc(C)cc2)cc1,-5,8,7,14,-35,-19,-3,-6,12,-11,-10
COc1ccc(C(=O)NC(C)c2nnc(SCC(=O)Nc3nc4ccccc4s3)n2C)cc1 (configuration not stated),1,3,0,-39,-9,-5,-6,1,-13,5,-10
CCCc1nc2oc3ccccc3c(=O)c2c(=O)n1-c1ccccc1,-2,1,-240,8,.,-70,-98,-1,-5,-234,-1
CCOC(=O)CNC(=O)CSc1nnc(Cn2cnc3ccccc32)n1C,-2,2,4,18,-3,1,-13,3,-12,-34,10
COc1ccc(C(=O)Nc2ccc3ccccc3c2)c(OC)c1,-2,21,-138,-36,-13,-10,-112,-6,-5,-159,30
O=C(c1sc2ccccc2c1Cl)N1CCN(c2ccc(F)cc2)CC1,0,-2,-6,3,0,36,-4,4,5,11,-11
CCNC(=S)/N=C(/Nc1ccccc1)Nc1nc(C)cc(C)n1,0,-45,-72,-30,.,13,-55,-2,2,5,20
CCOP(=O)(OCC)C(NC(=O)Nc1ccccc1)c1ccccc1 (configuration not stated),2,-7,5,0,4,10,-18,-12,0,-2,-3
COc1ccc(NC(=O)CSc2nc(N)c(C#N)cc2C#N)cc1,5,-15,-8,6,2,9,6,-2,5,-16,-24
CCCSc1nc(-c2ccccc2)cc(C(F)(F)F)c1C#N,2,-19,-4,14,21,18,6,-2,-13,20,5
CCCN(CC1CC1)C(=S)NC(=O)c1ccc(S(=O)(=O)N2CCOCC2)cc1,-4,4,18,8,-9,-16,-11,10,-6,13,-2
CC(C)C(c1nnnn1Cc1ccc(F)cc1)N1CCSCC1 (configuration not stated),-3,1,8,4,-9,-7,-7,-2,-9,7,11
CCn1c(SCC(=O)Nc2sccc2C(N)=O)nnc1C1CC1,1,1,-7,-32,2,1,-26,5,1,-4,-2
CCOC(=O)CSc1nnc(-c2ccc(Cl)cc2Cl)o1,0,11,11,-10,-2,-3,-18,-12,6,2,13
COc1ccc(NC(=O)c2ccco2)cc1S(=O)(=O)N1CCCCC1,1,6,0,-26,9,5,-20,2,-9,2,-4
Cc1cccc(NC(=O)CCN2CCN(C/C=C/c3ccccc3)CC2)c1,-2,-3,4,-9,-1,6,-2,-9,11,13,4
CC(Oc1cccc(Br)c1)C(=O)NNC(=O)CCNC(=O)c1ccccc1Cl (configuration not stated),1,7,-5,1,-2,0,-8,-7,3,-43,-8
CC(=O)c1c(C)[nH]c(C(=O)CSc2ncnc3sc(-c4ccccc4)cc23)c1C,2,64*,-12,24,26,68,15,-30,14,-7,16

# An excerpt (hit frequency here may not be typical).
